GPR151 activ: human GPR151 activation. PathHunter beta-arrestin GPR151 cells, luminescence. activation, % at 11.2 µM. 1% of 650,000 active. AID 1508602; in the data active = activation above about 4.9%;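 also: 0% = median of compound wells and 100% = cells with positive control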
Target sequence (Q8TDV0 whole entry, looked up): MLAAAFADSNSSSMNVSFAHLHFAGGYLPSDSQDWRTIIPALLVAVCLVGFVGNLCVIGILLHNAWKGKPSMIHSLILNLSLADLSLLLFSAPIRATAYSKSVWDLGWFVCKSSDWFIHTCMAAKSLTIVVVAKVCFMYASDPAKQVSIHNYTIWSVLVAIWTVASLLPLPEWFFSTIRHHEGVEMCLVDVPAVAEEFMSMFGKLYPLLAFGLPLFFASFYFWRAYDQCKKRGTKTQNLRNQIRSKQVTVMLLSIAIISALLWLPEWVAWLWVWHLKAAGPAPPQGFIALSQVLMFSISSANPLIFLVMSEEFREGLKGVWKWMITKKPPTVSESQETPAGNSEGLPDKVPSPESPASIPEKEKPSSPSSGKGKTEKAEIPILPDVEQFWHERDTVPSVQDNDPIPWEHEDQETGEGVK
FBW7 activator: activators of human E3 ligase FBW7; Q969H0; AlphaScreen FBW7–phospho-cyclin E peptide binding, activator screen; normalized activity (activation), % at 26.1 µM; 0.13% of 650,000 active; in the data active = normalized activity above about 1.9%;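 also: purified mutant Fbw7 with reduced substrate affinity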
MITF inh: inhibitors of human MITF. O75030. 0.91% of 650,000 active. AlphaScreen MITF homodimerization, bead proximity signal. inhibition, % at 2.6 µM; in the data active = inhibition above about 50%;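 also: 0% = vehicle wells with protein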
Target sequence (O75030 whole entry, looked up): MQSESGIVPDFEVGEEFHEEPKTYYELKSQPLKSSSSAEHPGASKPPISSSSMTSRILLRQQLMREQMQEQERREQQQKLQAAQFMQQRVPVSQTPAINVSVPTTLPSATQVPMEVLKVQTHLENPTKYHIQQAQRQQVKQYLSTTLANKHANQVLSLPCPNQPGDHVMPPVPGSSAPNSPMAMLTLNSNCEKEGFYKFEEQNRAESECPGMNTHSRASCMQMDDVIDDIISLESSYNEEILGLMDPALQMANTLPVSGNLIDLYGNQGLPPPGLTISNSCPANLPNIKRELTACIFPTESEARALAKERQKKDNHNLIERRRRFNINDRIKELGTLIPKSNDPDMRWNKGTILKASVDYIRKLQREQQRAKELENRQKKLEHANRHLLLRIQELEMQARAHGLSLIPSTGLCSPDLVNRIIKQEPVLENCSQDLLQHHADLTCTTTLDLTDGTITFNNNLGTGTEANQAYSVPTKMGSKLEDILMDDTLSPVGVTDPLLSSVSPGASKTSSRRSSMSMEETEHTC
TEAD-YAP inh: TEAD-YAP interaction inhibition; HEK-TIYL cells, TEAD-Gal4/YAP UAS-luciferase luminescence; inhibition, % at 9.12 µM; 1.4% of 640,000 active; in the data active = inhibition above about 32%;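 also: 0% = median of test compound wells and 100% = reference inhibitor wells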
* hit, by the source's call; nt = not tested or not shown; & = joins results of further samples.

SMILES	GPR151 activ	FBW7 activator	MITF inh	TEAD-YAP inh
O=C1NC(=S)NC(=O)C1=Cc1ccc(N2CCCCC2)o1	-0.6	-0.1	7	-53
CCc1cccc(C)c1NC(=O)Cn1cnc2c(cnn2-c2ccc(OC)cc2)c1=O	6.9*	0.0	14	4
CCCC(=O)Nc1ccc2nn(-c3ccccc3)nc2c1	-1.3	-0.2	-12	-56
Cc1ccc(-n2ncc3c(N4CCN(c5cccc(C)c5C)CC4)ncnc32)c(C)c1	0.5	0.1	0	4
COc1ccc(OCCCC(=O)OCc2nc3ccccc3[nH]2)cc1	1.8	-0.4	-1	-9
O=[N+]([O-])c1cccc(C2CC(c3ccccc3F)n3ncnc3N2)c1 (centres undefined)	0.2	-0.1	5	-10
CCCC/C=C/c1cnc(N)c(N2CCOCC2)n1	-0.2	-0.1	-8	10
O=C(OCCc1ccco1)C1CCCN1S(=O)(=O)c1cccc2nsnc12 (centres undefined)	-0.2	0.0	16	4
N#Cc1c2ncccc2c(=O)n2c1[nH]c1ccccc12	0.3	-0.2	0	3
Cc1[nH]c2ccccc2c1C1CCN(S(=O)(=O)c2cccc([N+](=O)[O-])c2)CC1	0.8	-0.2	-1	8
O=C(NCC(c1ccco1)S(=O)(=O)c1ccccc1)c1ccc(F)c(F)c1 (centres undefined)	0.0	0.0	-1	-4
O=C(c1cccc(Nc2ccc3[nH]ncc3c2)n1)N1CCOCC1	-0.2	-0.1	47	14
CCOc1ccc(N2C(=O)CC(S/C(N)=N/N=C/c3ccccc3Cl)C2=O)cc1 (centres undefined)	-0.7	-0.2	-14	4
CCSc1nnc(CCNC(=O)Nc2ccccc2Br)n1C	-0.6	0.1	-25	-12
Cn1c(=O)oc2cc(S(=O)(=O)N3CCCC(C(=O)Nc4ccccc4Cl)C3)ccc21 (centres undefined)	-0.6	0.2	14	4
O=C(O)c1cn(-c2ccccc2)nc1-c1cccc([N+](=O)[O-])c1	-0.2	0.2	-15	16
O=S(=O)(NCCOc1ccccc1F)c1ccc(Cl)cc1F	2.8	0.2	14	-4
N/C(=N\OC(=O)CCCOc1ccccc1)c1ccc(Br)cc1	2.6	0.0	-15	4
CCOC(=O)c1c(NC(=O)C(C)Sc2nnc(CNC(=O)c3ccccc3OC)n2-c2ccccc2OC)sc2c1CCCC2 (centres undefined)	0.7	0.1	5	0
CC(=O)C1=C(O)C(=O)N(CO)C1c1ccc(Br)cc1 (centres undefined)	-0.9	-0.1	-5	8
COCCNC(=O)[C@@H]1C[C@H](NCc2ccc(OC)c(C)c2)CN1C1Cc2ccccc2C1	-1.1	-0.1	-4	0
C=CCc1ccc(OCCOc2ccc(/C=C3/C(=N)N4N=C(CCCC)SC4=NC3=O)cc2OC)c(OC)c1	1.7	0.1	10	14
COC(=O)c1sc(N)c(C(=O)OC)c1CBr	-0.7	0.0	-4	1
CCOC(=O)CSc1ccc(C(=O)N2CCCCC2)cc1[N+](=O)[O-]	0.4	0.0	-4	6
CCOc1ccccc1N1CCN(S(C)(=O)=O)CC1	-0.2	0.6	5	3
O=c1[nH]c(/C=C/c2ccc(N3CCOCC3)cc2)c([N+](=O)[O-])c(=O)[nH]1	2.4	-0.3	9	3
Cc1nc2cc(-c3ccc(Cl)cc3)nn2c(NCCN)c1C	0.2	0.1	48	7
CCC(C)(C)NC(=O)CN(Cc1ccco1)C(=O)CNS(=O)(=O)c1ccc(C)cc1	0.1	0.0	1	-10
C=CCn1c(=O)c2c(nc3n(-c4cccc(Cl)c4)c(C)cn23)n(C)c1=O	1.1	0.3	3	-2
Cc1ccn2cc(-c3ccc(Cl)cc3)nc2c1	-9.0	0.9	18	78*
CCOC(=O)Cn1c(=O)oc2cc(S(=O)(=O)NCc3ccc4c(c3)OCO4)ccc21	1.2	-0.4	6	-2
CS(=O)(=O)N1CCN(c2ccc([N+](=O)[O-])cc2)CC1	-0.7	-0.1	13	-2
CCNC(=O)/C(C#N)=C/c1c(Oc2cccc(C)c2C)nc2ccccn2c1=O	-4.3	-0.1	-10	42*
CCCOc1ccc2c(c1)C(=NN=C(N)N)c1cc(OCCC)ccc1-2	-1.0	0.3	20	4
COCCCN1C(=O)CC(CC(=O)N(C)Cc2cccs2)(c2ccccc2Cl)C1=O (centres undefined)	1.0	-0.1	-7	1
COc1cccc2c1OC(c1cccc(Cl)c1)N1N=C(c3ccc(C)o3)CC21 (centres undefined)	-1.2	0.1	5	41*
O=C(COc1ccccc1)NCC1OCCc2ccccc21 (centres undefined)	2.9	-0.3	-3	-5
O=C(Nc1ccc(S(=O)(=O)Nc2ccc(F)cc2)cc1)C(F)(F)F	0.2	-0.2	8	0
COCCN1C(=O)CC(CC(=O)N2CCCC(COC)C2)(c2ccccc2Cl)C1=O (centres undefined)	-0.1	-0.2	-4	-65
Cc1cc(C)n(C(=O)Cc2ccccc2F)n1	-0.3	-0.1	-4	-7
O=C(NCCCCNC(=O)c1ccc(Cl)cc1)c1ccc(Cl)cc1	2.9	-0.1	3	2
COC(=O)C1=CN(CC2CCCO2)C=C(C(=O)OC)C1c1ccc(O)cc1 (centres undefined)	0.0	-0.1	-4	-3
COc1ccc(S(=O)(=O)Nc2cc(-c3nc4cccnc4s3)ccc2C)cc1	-0.4	0.0	13	13
COc1ccccc1NC(=O)Nc1nnc(CSCc2ccc(F)cc2)s1	4.5	0.1	3	12
Cc1cc(C)cc(NC(=O)c2ccc3c(=O)n(-c4ccccc4)c(SCc4nc5ccccc5[nH]4)nc3c2)c1	-1.1	0.1	3	9
CCOC(CNC(=O)C1CCN(Cc2nc(-c3ccccc3C)oc2C)CC1)OCC	1.4	0.7	17	7
CCN1CCN(c2c(Cl)cccc2NS(=O)(=O)c2ccc(Br)cc2)CC1	0.5	0.0	6	-2
O=C(c1ccc(Cl)cc1)N1CCCCC(Sc2nnc3ccccn23)C1=O (centres undefined)	-0.7	0.9	9	5
CC1=C(C#N)C(NC(=O)c2cccc(F)c2)(C(F)(F)F)C(=O)N1 (centres undefined)	-0.2	0.5	13	11
COc1cc(C2=N/C(=C\c3ccc(Cl)cc3)C(=O)O2)cc(OC)c1OC	-0.9	0.2	-3	4
C=C[C@@]1(C)CC(=O)[C@]2(O)[C@@]3(C)[C@@H](O)CCC(C)(C)[C@@H]3[C@H](OC(=O)CCN(C)C)[C@H](OC(C)=O)[C@@]2(C)O1	2.2	-0.1	-17	nt
COc1cccc(C2(NC(=O)c3cncnc3)CCCC2)c1	-0.8	0.1	10	10
CC(C)[N+](C)(CCOC(=O)C1c2ccccc2Oc2ccccc21)C(C)C	-1.2&-0.3&-1.2&-1.8	0.1&0.0&-0.1&-0.1	8&-2&-5&15	-7&-5
CCCNC(=O)CS(=O)Cc1nc(-c2cccc(C)c2)oc1C (centres undefined)	0.0	1.2	20	-9
Cc1cc2nnc(SCC(=O)N3CCc4ccccc43)n2c(N)n1	-1.6	-0.1	-10	-2
CN(CC(=O)NC1CCCC1)S(=O)(=O)c1ccc2c(c1)CCC(=O)N2	-0.5	0.1	8	-3
CN(C(=O)C1CCC(CNS(=O)(=O)c2ccccc2)CC1)C1CCCCC1 (centres undefined)	0.3	0.0	6	4
CCCCC(=O)N/N=C(\C)CC(=O)Nc1ccccn1	0.0	-1.1	-6	-3
CCOC(=O)C1=C(c2cccc([N+](=O)[O-])c2)NC(=O)NC1C (centres undefined)	-0.2	0.1	-24	0
C/C(=C\c1ccccc1)Cc1nc2ccccc2[nH]c1=O	2.0	-0.1	4	5
The results go on:
SMILES	GPR151 activ	FBW7 activator	MITF inh	TEAD-YAP inh
COc1ccc(S(=O)(=O)Nc2ccncc2)c2ccccc12	-0.5	-0.1	-14	-8
CCC(=O)N(CCN1CCOCC1)Cc1cc2cc3c(cc2nc1Cl)OCO3	0.3	0.1	-2	3
CCn1cc(CNC2CCN(c3cccc(NC(=O)CCCc4ccccc4)c3)CC2)cn1	-1.5	-0.1	-11	2
O=C(CCCn1nnc2ccccc2c1=O)N1CCN(Cc2ccc3c(c2)OCO3)CC1	3.9	-0.1	8	-2
CC(=O)N1C(=O)CC(c2ccccc2)N(C(C)=O)c2ccccc21 (centres undefined)	3.5	0.0	0	-5
COC(=O)C1=CN(C(C)C(=O)OC)C=C(C(=O)OC)C1c1ccc(Cl)cc1 (centres undefined)	-0.4	0.0	4	-5
CCN(Cc1ccncc1)C(=S)NC(=O)c1ccccc1Br	0.4	-0.1	-9	-2
COc1ccc2c(c1)sc1ncc(C(=O)NCC(C)(C)C)c(=O)n12	-0.9	-0.1	-1	8
Cc1ccccc1CNC(=O)C(=O)NCCc1ccccc1	2.4	0.2	11	3
Cc1ccc(S(=O)(=O)/N=C2\S/C(=C\c3ccco3)C(=O)N2C)cc1	-0.1	-0.1	-1	-11
Nc1ncc(Br)cc1S(=O)(=O)N1CCN(Cc2ccccc2)CC1	-1.4	0.1	0	7
COc1cccc(NS(=O)(=O)c2ccc(OC)c(I)c2)c1	3.6	-0.2	10	-11
O=C(Nc1c2c(nn1-c1ccc(F)cc1)CSC2)c1ccc(F)cc1	-0.7	0.1	-8	1
O=C(CSC1=NCCS1)NCc1ccc(F)cc1	-0.6	-1.7	-1	10
COc1ccc(CNS(=O)(=O)c2ccc(F)c(C(=O)Nc3ccccc3C(F)(F)F)c2)cc1	-1.3	-0.2	2	-8
COc1ccc(NC(=O)c2cc(CNC(C)C3CC3)cc(NC(C)=O)c2)cc1 (centres undefined)	0.6	-0.1	-17	-6
NC(=O)c1ccccc1NC(=S)NC(=O)c1ccc(F)cc1	-0.4	0.8	6	-27
COc1cc(/C=N/NC(=O)c2cncc(Br)c2)cc(Br)c1O	-1.1	0.0	7	-4
CC(C)(C)C(=O)NCCCN1CCOC(c2ccccc2)C1 (centres undefined)	-1.4	-0.1	-9	-1
CCCc1nc(SCC(=O)NNC(=O)c2ccco2)c2c(C)c(C)sc2n1	-0.7	0.0	5	4
c1cnc(Nc2nccc(Nc3ccc(N4CCOCC4)cc3)n2)cn1	1.4	0.0	3	-4
CCN(CC)CC#CC1(OCCC#N)CCCCC1	0.6	-0.2	7	4
O=C(CN1C(=O)c2ccccc2S1(=O)=O)Nc1ccccc1	1.1	0.1	-5	3
Cc1cc2c(c(-c3ccc4nc(C)ccc4c3)c1)OC(CNC(=O)C1CCOCC1)C2 (centres undefined)	1.0	-0.1	5	-9
Cc1ccc(N(C(=O)C(Cl)(Cl)Cl)C2C=CS(=O)(=O)C2)cc1 (centres undefined)	1.1	0.0	8	-2
Cc1noc(C)c1-c1cc(C(=O)NCCN(C(C)C)C(C)C)ccn1	0.3	-0.2	3	-1
O=C(Nc1ccc(N2CCOCC2)cc1)c1cncc(Nc2ccncc2)c1	-1.4	-0.4	33	1
CC(C)NC(=O)CN1CCCC(c2nc3ccccc3[nH]2)C1 (centres undefined)	-1.1	0.5	16	2
O=C1C2=C/C(=C\N3CCCCC3)C(=O)N2c2ccccc21	-0.5	0.1	24	5
COCC(C)NC(=O)c1cc2c(-c3ccccc3)nn(-c3ccccc3)c2s1 (centres undefined)	-0.3	0.1	5	4
C=CCc1cc(/C=C2/NC(=S)NC2=O)cc(OC)c1O	-2.1	0.0	4	-16
CCc1ccccc1Nc1nc2ccccc2n2cnnc12	-0.6	-0.2	34	-8
COc1ccccc1-n1c(=S)[nH]c2c(sc(=S)n2-c2ccc(C)cc2C)c1=O	2.6	0.0	-6	-10
Cc1ccc(NC(=O)c2ccc(NCCCN3CCC(C)CC3)c([N+](=O)[O-])c2)cc1F	0.5	-0.1	4	-3

Bioassay records (PubChem)
